Bioassay records (PubChem BioAssay)
PAX8 reporter: inhibitors of PAX8-driven TPO luciferase reporter, primary screen, RMG-I cells, single concentration; SteadyGlo, 24 h; inhibition, % at 12.6 µM; 360,000 compounds, 1.2% hits; AID 652154, 2013;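 active = mean replicate inhibition at least 60% with every replicate also reaching 60%; inconclusive = only one of the two criteria is met; inactive = mean below 60% and not all replicates reaching 60%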;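 note: luciferase light reporting Pax8 driven TPO promoter activity; plate controls were median of neutral control wells for no effect and mitoxantrone controls for full effect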
miR122 inh: miR-122 Renilla sensor signal increase in Huh7, primary screen, miR-122 inhibitor project, cell-based, single point, plate reader; Huh7 miR-122 Renilla luciferase sensor, 48 h; neutral wells = 0, positive control = 100; 340,000 compounds, 0.3% hits; AID 602342, 2012; activation (reporter increase), % at 12.5 µM;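 active = mean replicate activation score at least 90 and every replicate individually at or above 90; inconclusive = only one of the two criteria met; inactive = neither criterion met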;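 note: higher luciferase means less miR-122 activity so hits act as miR-122 inhibitors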
FN deposit inh: inhibitors of fibronectin matrix deposition, primary screen, AH1F cells, Alexa488-fibronectin fluorescence, plate reader. inhibition, % at 12.6 µM. AID 743247, 2014. AH1F fibroblasts, overnight. 350,000 compounds, 0.086% hits;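 active = mean inhibition across replicates of 30% or more, regardless of how many single replicates reach that level; inconclusive = mean under 30% yet at least half of replicates reach 30%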;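 note: positive control wells lacked labelled fibronectin entirely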
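Material: AH1F fibroblast monolayer depositing Alexa488-labelled fibronectin into matrix | Input: 10000 AH1F cells/well | Medium: DMEM plus 2% serum, read in PBS | Reagent: Alexa488-fibronectin, 24 nM final in well | Compound dosing: One dose per compound, pinned | Schedule: 1 h adhesion, overnight exposure | Measured by: Fluorescence at 485 nm excitation, 525 nm emission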
GSIS activator: GLuc luminescence reporter in INS-1E cells, primary screen for activators of glucose-dependent secretion of insulin | INS-1E GLuc reporter insulin secretion, 2-3 h | activation, % at 16.6 µM | 370,000 compounds, 0.61% hits | AID 743287, 2014;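 active = lowest replicate activation of at least 40%, so every replicate reaches that level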;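 note: 0% = median of neutral control wells and 100% = median of IBMX positive control wells; some compounds called inactive have numbers as strong as hits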
CFTR F508del cor: F508del CFTR correction, initial screen, CFBE line, single point; CFBE cells, YFP halide quenching; stimulated with forskolin plus potentiator P3; % fluorescence drop versus neutral controls; activity (quench increase), % at 7.58 µM; 350,000 compounds, 0.36% hits;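 active = mean added fluorescence quench of at least 8% versus neutral control, with both replicates also reaching 8%; inconclusive = only one of the mean or replicate conditions met; inactive = mean below 8% and not both replicates reaching 8%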;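 note: cells transiently co-express mutant CFTR-F508del with the halide-sensitive YFP; corrector assay measuring rescue of mutant channel to the surface after 24 h compound exposure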
DENV2 CPE: inhibitors of DENV2 cytopathic effect, primary screen, cell-based, plate reader, single concentration; DENV2-infected cells, cytopathic effect rescue; CPE inhibition, % at 9.99 µM; 350,000 compounds, 1.7% hits; in the data active = CPE inhibition above about 20%, passing the limit was not always enough; inconclusive = no clear call, values can overlap the other calls; tested in BHK-21 cells;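 note: 0% = median of neutral control wells and 100% = median of positive control wells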
EWS-Fli block: EWS/Fli-driven NR0B1 reporter inhibitors, primary screen, A673 cells, NR0B1 luciferase, luminescence, MLPCN library; 350,000 compounds, 0.67% hits; AID 651661, 2012; viability-normalised; inhibition, % at 12.6 µM;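 active = mean inhibition of at least 50% after viability correction, with every replicate also passing that limit; inconclusive = mean reaches 50% but only one of two replicates passes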;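 note: firefly luciferase signal divided by Alamar Blue viability fluorescence both relative to DMSO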
An asterisk follows results filed as active; u = inconclusive; x = no result given; & = joins results of further samples; ! = a repeat was not active; [ ] = another dose, or the depositor's remark.

SMILES	CFTR F508del cor	DENV2 CPE	FN deposit inh	miR122 inh	GSIS activator	PAX8 reporter	EWS-Fli block
CN(C)Cc1nnnn1-c1cccc(-n2nnnc2CN(C)C)c1	0.4	16	5	x	3	31	8
O=C(CSc1nnc(Cc2ccccc2)o1)NCc1ccco1	x	x	-4	-3	5	4	x
C[C@@H]1CN([C@H](C)CO)C(=O)Cc2cc(NC(=O)Cn3cnnn3)ccc2O[C@H]1CN(C)Cc1ccc(C(=O)Nc2ccccc2N)cc1	2.7	5	x	1[16.7 µM]	24	-18	-9
COc1ccc(-c2[nH]ncc2CN2CCCO2)c(F)c1	-0.4	-5	-8	-2	18	-13	-5
COc1ccc(/C=C(\NC(=O)c2ccccc2)C(=O)N2CCN(C)CC2)cc1OC	0.3	2	3	-4	11	-42	-1
CCCC(=O)Nc1ccc2c(c1)C(=O)N(C)[C@H]1CC[C@@H](CC(=O)O)O[C@H]1CO2	1.0	0	-12	5[16.7 µM]	5	0	-1
C[C@@H]1CCCCO[C@H](CN(C)Cc2ccncc2)[C@@H](C)CN([C@H](C)CO)C(=O)c2cc(NC(=O)CCCCCC(=O)Nc3ccccc3N)ccc2O1	-2.7	0	x	x	-13	-18	x
O=C(COc1cc(Cl)c(Cl)cc1Cl)NCCc1ccccn1	-2.1	-3	x	x	20	1	8
COc1ccccc1C(=O)COC(=O)c1ccccc1OCC(=O)Nc1ccc(SC(F)F)cc1	x	7	0	x	19	11	2
C[C@@H](NC(=O)C[C@@H]1CC[C@@H](NC(=O)CN2CCOCC2)[C@H](CO)O1)c1ccccc1	3.0	1	-11	-13[16.7 µM]	3	-3	2
CC(C)(C)NC(=O)NC(=O)COC(=O)c1cccc(OC(F)F)c1	-0.7	-1	1	-2	-18	8	13
Cc1noc(C)c1NC(=O)Nc1ccc2c(c1)C(=O)N([C@H](C)CO)C[C@@H](C)[C@@H](CN(C)C(=O)NC(C)C)O2	-3.3	9	-3	-4[16.7 µM]	26	x	-1
Cc1nn(-c2ccccc2)c(C)c1/C=C/C(=O)OCC(=O)Nc1ccc(S(N)(=O)=O)cc1	2.0	-8	3	x	6	14	-1
CCOC(=O)C1(Cc2ccccc2)CCN(Cc2ccc3cc(NC(C)=O)ccc3n2)CC1	0.9	17	9	1	-13	4	14
Fc1cccc(CN2C[C@@H]3N[C@H](C2)C3c2ccc(/C=C/c3ccccc3)cc2)c1 (some centres undefined)	-8.3&-8.2	-26&-25	-5&-14	x	471*!	-90&2	-9&5
C[C@@H]1CN([C@@H](C)CO)C(=O)CCCn2cc(nn2)CO[C@@H]1CN(C)S(=O)(=O)c1ccc(Cl)cc1	0.0	x	0	-1[16.7 µM]	0	x	6
CSc1ccccc1NC(=O)Nc1ccc(Cl)cc1	x	x	-14	37	-26	x	x
CN(C)CCCCCCNC(=O)[C@@H]1C[C@@H]2C(=O)NCC(=O)N2[C@@H]1c1cccc(OCCO)c1	0.5	10	x	x	x	-53	-25
Cc1nnc(SCC2=C(C(=O)O)N3C(=O)C(NC(=O)c4cc(F)c(F)cc4Cl)C3SC2)s1 (centres undefined)	-0.2	-4	1	-10	6	6	-16
CC(C)Cn1c(N)c(C(=O)COC(=O)/C=C/c2cccs2)c(=O)n(C)c1=O	3.9	0	-5	x	-47	28	7
COc1ccc(S(=O)(=O)Nc2ccc3c(c2)CC(=O)N([C@@H](C)CO)C[C@@H](C)[C@H](CN(C)C(=O)Nc2ccccc2)O3)cc1	0.1	14	x	-2[16.7 µM]	-13	-22	-1
Cc1cc(=O)oc2c(C)c(OC(C)C(=O)NC3CCN(Cc4ccccc4)CC3)ccc12 (centres undefined)	0.2	5	7	2	0	4	11
O=C(NCCCCc1ccccc1)c1cccc(NC(=O)C2CCCC2)c1	1.1	-9	14	-2	-26	11	15
CC(C)NC(=O)Nc1cccc2c1O[C@@H](CN(C)S(=O)(=O)c1cccs1)[C@@H](C)CN([C@@H](C)CO)C2=O	-1.2	3	x	14[16.7 µM]	-4	-20	-5
O=C(COc1ccc2ccccc2c1)N1CCN(c2ccccc2)CC1	1.1	-5	2	-1	10	7	6
COc1ccc(CCNC(=O)c2cc(-c3ccccn3)nc3c(Cl)cccc23)cc1OC	0.2	-2	-6	x	4	1	2
S=C1CCC(c2ccc(Br)cc2)=NN1c1ccccc1	-1.1	-1	-3	x	0	-8	12
Brc1cccc(/C=N\n2cnnc2)c1	x	x	-7	-9	x	13	x
COC(=O)C1=C(Nc2ccccc2NC(=O)CCCC(=O)O)CSC1	-1.5	7	1	0	7	6	-3
O=C(NC(=S)N1CCOCC1)C12CCC3CC(CC(C3)C1)C2	0.0	0	-3	6	-1	8	0
CC(C)(C)C(=O)/C=C1\SCC(=O)N1CC(=O)N1CCN(c2ccccc2)CC1	-1.8	4	2	-8	3	3	2
COc1ccc(/C=C2\SC(=S)N(CC(=O)NC3CCS(=O)(=O)C3)C2=O)cc1 (centres undefined)	-1.5	4	-9	-5	9	2	x
COc1ccccc1C#Cc1ccc2c(c1)O[C@H](CN(C)Cc1cncnc1)[C@H](C)CN([C@H](C)CO)S2(=O)=O	2.5	1	x	23[16.7 µM]	-33	41	13
CC(C)c1ccc(-c2nnn(CCC#N)n2)cc1	-1.1	3	3	x	2	-52	-59
CC1(c2ccc(Cl)cc2)NC(=O)N(CC(=O)NCc2cccs2)C1=O (centres undefined)	1.5	4	x	x	11	12	17
Cc1cc(C)cc(NC(=O)CCc2ccc(C)o2)c1	0.6	9	6	-2	-54	-2	-10
CC(C)NS(=O)(=O)c1ccc(N2C(=O)c3ccccc3C2=O)cc1	0.0	-3	x	-3	2	x	-1
COc1ccccc1NC(=O)N1CCCC1C(=O)NCCc1ccccc1 (centres undefined)	-1.0	8	-4	-2	-3	8	3
CN1C(=O)NC(c2ccccc2Cl)C2=C1CC(C)(C)CC2=O (centres undefined)	1.4	4	-1	-5	2	3	0
COc1ccc(C(=O)Nc2ccc3c(c2)C(=O)N(C)C[C@H](OC)[C@H](C)CN(C(C)=O)[C@H](C)CO3)cc1	-1.9	-2	10	13[16.7 µM]	-1	x	2
CNC[C@H]1Oc2ccc(NC(=O)Nc3ccc(C(F)(F)F)cc3)cc2CC(=O)N([C@@H](C)CO)C[C@@H]1C	-5.2	-5	-5	-3[16.7 µM]	12	-14	14
COc1cccc(C#Cc2ccc3c(c2)[C@H]2[C@H](CCN2C(=O)c2ccc4c(c2)OCO4)[C@@H](CO)N3)c1	-1.0	13	x	x	x	8	x
CCCNC(=O)CCNC(=O)[C@H](O)C(C)(C)CO	-2.2	-4	x	3	22	2	3
O=C(C[C@@H]1CC[C@@H]2[C@H](COC[C@H](O)CN2C(=O)Nc2ccc(Cl)cc2)O1)N1CCCCC1	1.0	1	3	-5[16.7 µM]	-10	-58	-54
Cn1cccc1CC(=O)NNC(=S)NC(=O)c1ccccc1Br	-2.5	0	-2	-1	-15	-2	9
Cc1ccc(NC(=O)c2ccc(Cl)c(S(=O)(=O)Nc3c(C)n(C)n(-c4ccccc4)c3=O)c2)cc1Cl	12*	5	0	x	-6	x	-15
C[C@H](CO)N1C[C@H](C)[C@H](CN(C)Cc2ccc(C(F)(F)F)cc2)Oc2ccc(NC(=O)Nc3cccc4ccccc34)cc2CC1=O	-0.3	42*	x	-10[16.7 µM]	-16	-10	1
NCCCCC(N)c1cn([C@@H](CCC(=O)O)C(=O)N2CCNCC2)nn1 (some centres undefined)	4.8	-6	-3	x	x	8	-2
COc1cc(/C=C(\C#N)C(=O)NCC2CCCO2)ccc1O (centres undefined)	x	x	-1	0	16	0	x
CC1CCCc2sc3ncn(N)c(=N)c3c21 (centres undefined)	1.0	15	-9	x	5	-20	8
Nc1nc2ccccc2n1CCN1CCCC1	0.9	10	x	x	x	x	1
O=C(O)c1ccc(CSc2nnnn2-c2ccc(F)cc2)cc1	-0.2	u	-3	x	30	7	1
C[C@@H]1CN([C@@H](C)CO)C(=O)Cc2cc(NC(=O)C3CC3)ccc2O[C@@H]1CN(C)Cc1ccncc1	0.6	3	x	-2[16.7 µM]	15	7	-1
COc1ccc(-c2cc(C(=O)Nc3cccc(O)c3)no2)cc1	-4.1	0	3	-9	11	-16	69*
O=C(CCc1nc2ccccc2c(=O)[nH]1)Nc1cccc(S(=O)(=O)N2CCOCC2)c1	-1.1	-3	-7	4	-4	-3	4
Cc1cc(NC(=O)c2ccc(Cl)c([N+](=O)[O-])c2)no1	-9.6	-5	1	-4	9	-14	0

(continued)
SMILES	CFTR F508del cor	DENV2 CPE	FN deposit inh	miR122 inh	GSIS activator	PAX8 reporter	EWS-Fli block
C=CCN1c2ccccc2[C@]23C[C@@H](C(=O)OC)N(C(=O)c4ccco4)C2=NC(C(=O)OC)=C(C(=O)OC)[C@H]13	2.2	4	-6	2	-34	-10	1
O=C(Nc1ccnn1C1CCN(Cc2ccccc2F)CC1)C1CCCC1	3.5	u	-8	x	9	-2	x
CCC(=O)N(C)C[C@@H]1Oc2cc(-c3ccccc3)ccc2S(=O)(=O)N([C@H](C)CO)C[C@H]1C	-0.4	1	x	-2[16.7 µM]	2	x	1
COc1ccc(CNc2nccs2)cc1	-1.8	-1	-2	-2	3	-2	-10
Nc1ccc2nn(-c3ccccc3)nc2c1	-3.3	5	8	6	-3	-83	-90
CC(C)c1ccc(NC(=O)NN2CCOCC2)cc1	-1.7	0	x	x	2	-119	-90
Cc1cnc(CN(C)C(=O)c2cc(COc3c(F)cccc3F)on2)[nH]1	0.5	3	4	x	-6	-17	0
Cc1ccnc(NC(=O)CCCOc2ccc(Cl)cc2C)c1	-2.7	-1	-6	x	-5	-14	2
C/C=C/c1ccc2c(c1)O[C@@H](CN(C)Cc1cccc(F)c1)[C@H](C)CN([C@@H](C)CO)S2(=O)=O	3.4	-16	-14	x	16	x	24
CCn1c(SCC(=O)NC(C)c2ccccc2)nc2ccccc21 (centres undefined)	-0.1	4	x	x	-10	x	1

Random draw from the library. Share with any hit: about 3.9%.
